LYP phosphatase = PTPN22 lymphoid phosphatase activity blockers – biochemical, fluorescence intensity, uHTS (AID 1779). 290,000 tested, 0.054% active. recombinant LYP phosphatase, fluorescence intensity; higher % means a stronger effect. one-dose inhibition, % at 11.5 µM; IC50 in µM for titrated hits;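 note: plate controls were vehicle with enzyme for no effect and no enzyme for full effect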
XIAP displacement = small molecules displacing peptide from XIAP – biochemical, IAP family, fluorescence polarization (AID 1018); 200,000 tested, 0.007% active; XIAP BIR domain, fluorescence polarization peptide displacement; higher % means a stronger effect; displacement, % at 20 µM; hits with a dose series show IC50 in µM; in the data active = displacement above about 50%; note: a part of the inactive calls stands beside numbers as strong as those of hits
P. falciparum M17LAP = P. falciparum M17LAP inhibitors, primary screen, biochemical, fluorogenic H-Leu-NHMec substrate, 1536-well (AID 1619); inhibition, % at 30 µM; hits with a dose series show IC50 in µM; 220,000 tested, 0.38% active; recombinant M17LAP, H-Leu-NHMec fluorogenic kinetic assay; higher % means a stronger effect;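 active = compound inhibiting the enzyme by more than half at any dose during confirmatory dose-response retesting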;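 note: plate controls were full reaction with DMSO carrier for no effect and no enzyme background for full effect; strong numbers were not always called active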
human PMI inhibition = inhibitors of human PMI, primary screen, biochemical, fluorescence intensity, coupled assay (AID 1209) | purified PMI enzyme, coupled fluorescence intensity; higher % means a stronger effect | inhibition, % at 20 µM; hits with a dose series show IC50 in µM | 190,000 tested, 0.42% active;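 note: plate controls were DMSO vehicle for no effect and wells lacking substrate for full effect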
Myeloid diff MLP = myeloid differentiation induction; ER-HoxA9 myeloid progenitors, lysozyme-GFP differentiation, flow cytometry; calls only at 10 µM; 360,000 tested, 1% active; AID 624256;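 active = normalized GFP-positive differentiation at or above the plate's own cutoff, the solvent-only control mean plus 3 SD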;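 note: cells exposed to compound for four days before flow analysis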
TNAP activators = stimulation of alkaline phosphatase TNAP activity – biochemical, luminescent, no phosphate acceptor, uHTS, primary screen (AID 1001); purified TNAP, luminescent activation assay, no phosphate acceptor; higher activation fold means a stronger effect; activation fold at 20 µM; hits with a dose series show EC50 in µM; 200,000 tested, 0.03% active; in the data active = activation fold from about 3, or a potency from the dose series; inactive = the rest, 99 in 100 with activation fold below about 1.6; note: many of its hits are not listed in these tables
ER stress rescue = rescue of cells from ER stress-induced death, primary screen, 384-well, CSM14.1, thapsigargin, ATP luminescence (AID 1222); CSM14.1 thapsigargin-induced death rescue, ATP luminescence; higher % means a stronger effect; one-dose cellular ATP content (survival), % at 20 µM; EC50 in µM for titrated hits; 190,000 tested, under 10 active;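 active = EC50 below 50 µM in the dose-response confirmation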;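 note: death triggered by thapsigargin at about 15 µM added after 2 h compound pretreatment; cell ATP read after overnight thapsigargin exposure of roughly 18 to 22 hours; normalized against plate controls of thapsigargin alone and 5% DMSO vehicle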
M1AAP inhibition = malaria alanyl aminopeptidase activity blockers – biochemical, fluorogenic H-Leu-NHMec substrate, 1536-well (AID 1445) | recombinant M1AAP, H-Leu-NHMec fluorogenic kinetic assay; higher % means a stronger effect | one-dose inhibition, % at 30 µM; IC50 in µM for titrated hits | 220,000 tested, 0.42% active;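 active = primary inhibition above the hit cutoff, then over 50% inhibition at one or more dose response concentrations, cut at about 23% in these data, passing the limit was not always enough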;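 note: plate controls were DMSO full reaction for no effect and no enzyme background for full effect; strong numbers were not always called active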
human PMI inhibitors = MPI inhibition at elevated mannose 6-phosphate – biochemical, fluorescence intensity, high mannose 6-phosphate, primary screen (AID 1220). recombinant PMI enzyme, coupled fluorescence intensity; higher % means a stronger effect. inhibition, % at 20 µM; hits with a dose series show IC50 in µM. 190,000 tested, 0.66% active
Myeloid diff MLP GFP+ MAC1+ % = recorded beside Myeloid diff MLP, whose call it bears; GFP+ MAC1+ double positive, %; measured here: differentiation confirmed by MAC1 staining
* = called active by the depositor; i = inactive; · = not tested or not shown; + = active, no number; & = joins results of further samples. Cut-off read from the data, not from the text of the source, unless noted: active = inhibition above about 50%; inactive = the rest.

#	SMILES	TNAP activators	ER stress rescue	human PMI inhibition	LYP phosphatase	Myeloid diff MLP GFP+ MAC1+ %	human PMI inhibitors	M1AAP inhibition	Myeloid diff MLP	P. falciparum M17LAP	XIAP displacement
1	Cc1cccc(NC(=O)NCc2ccc3[nH]c(C)cc3c2)c1	1.2	-0.2%	16%	0%	2.2	17%	0%	i	2%	-4.1%
2	COc1ccc(-c2cc(C(F)F)n3ncc(C(=O)Nc4cccc(S(=O)(=O)N5CCOCC5)c4)c3n2)cc1	1.1	0.8%	-3%	-3%	0.6	-4%	4%	i	1%	-6.6%
3	CCOC(=O)C(NC(C)=O)(NC(C)C)C(F)(F)F (stereo not drawn)	·	·	·	-10%	0.2	·	4%	i	-3%	·
4	Cc1onc(-c2ccccc2Cl)c1C(=O)OCn1nnc2ccccc2c1=O	1.1	·	4%	1%	3.1	36%	2%	i	5%	0.2%
5	Cc1ccc(SCC(=O)c2ccc[nH]2)cc1	1	-0.5%	-10%	6%	0.6	-11%	2%	i	20%	-8.2%
6	CC(=O)c1cccc(NC(=O)C(OC(=O)/C=C/c2ccc3c(c2)OCO3)c2ccccc2)c1 (stereo not drawn)	1.1	1.2%	14%	-2%	1.9	7%	-2%	i	0%	-6.1%
7	CC(=O)c1cc2c(cc1N)OCO2	1.1	-2.9%	16%	-6%	0.9	27%	3%	i	2%	-4.8%
8	Cc1cc(C)c(NC(=O)CN2CCN3CCCC3C2)c(C)c1 (stereo not drawn)	1.1	-1.6%	1%	-2%	0.7&0.6	0%	9%	i	10%	-2.3%
9	CCN(CC)C(=O)CSC1=C(C#N)C(c2cccs2)C=C(C)N1 (stereo not drawn)	1	0.5%	-25%	4%	1.3	-26%	2%	i	5%	-5.6%
10	CC(=O)OC(C(=O)NC1CCCCC1)c1ccc(Cl)c(Cl)c1 (stereo not drawn)	1.1	3.3%	4%	-1%	0.2	0%	-2%	i	11%	-6.6%
11	O=C1CSC(c2cccc(F)c2)N1c1ccccc1F (stereo not drawn)	1.1	·	17%	-3%	1.4	16%	0%	i	5%	1.0%
12	Cc1cc(C)c(S(=O)(=O)Nc2cccnc2)c(C)c1	1.1	·	9%	4%	0.5	19%	4%	i	-8%	4.7%
13	Cn1c2c(c(=O)n(C)c1=O)C(CC(=O)Nc1ccc(F)cc1)C(=O)N2 (stereo not drawn)	1	0.3%	-7%	2%	0.7	-12%	0%	i	-1%	-3.6%
14	CCOc1ccc2nc(NC(=O)C(NS(=O)(=O)c3cccc4nsnc34)C(C)C)sc2c1 (stereo not drawn)	1.1	-1.3%	1%	8%	4.0	4%	12%	i	-9%	-1.1%
15	Cc1nn(CC#N)c(=O)n1-c1ccccc1	1.1	4.6%	3%	-9%	2.1	0%	1%	i	-5%	-5.6%
16	COc1cccc(-n2cnc3scc(-c4cccs4)c3c2=O)c1	1.1	-2.0%	13%	-8%	0.5	9%	7%	i	-6%	-5.6%
17	CCCS(=O)(=O)c1nc(S(=O)(=O)c2ccc(C)cc2)c(NCc2ccco2)s1	1.1	2.1%	-11%	2%	1.1	-19%	5%	i	9%	-4.5%
18	CCCCN(C)C1=CC2=CC(=C(C#N)C#N)CCC2CC1 (stereo not drawn)	0.8	-1.6%	27%	6%	11*	51%*	4%	+	6%	0.1%
19	CN(C)S(=O)(=O)c1ccc(Cl)c(NC(=O)COC(=O)c2ccc(O)cc2)c1	1.1	-1.6%	10%	-1%	0.6	6%	13%	i	13%	-3.9%
20	C#CCOc1nc(Nc2cccc([N+](=O)[O-])c2)nc(OCC#C)n1	1.1	-1.4%	10%	-3%	0.9	6%	-7%	i	2%	-2.9%
21	Cc1ccc(CNC(=O)c2ccc(-n3cccc3)cc2)cc1	1.1	-1.5%	-15%	-4%	0.5	-10%	0%	i	11%	-0.5%
22	CCOc1ccc(S(=O)(=O)c2c(C(=O)c3ccc(C)cc3)cnc3cc4c(cc23)OCCO4)cc1	1.3	0.0%	6%	-1%	0.5	-6%	1%	i	-6%	-5.1%
23	N#C/C(=C\Nc1ccc(Cl)cn1)S(=O)(=O)c1ccccn1	·	·	·	0%	0.5	·	0%	i	-7%	·
24	O=C(C1CCN(S(=O)(=O)N2CCOCC2)CC1)N1CCOCC1	1	0.6%	-3%	-4%	8.0	1%	9%	i	1%	-4.6%
25	COc1ccc(C(=O)COC(=O)CN2C(=O)C3C4C=CC(C5CC45)C3C2=O)cc1 (stereo not drawn)	1	0.5%	6%	-9%	0.6	9%	5%	i	2%	-9.0%
26	COc1ccc(CNC(=O)CSc2nnnn2C)cc1OC	1.1	-2.4%	-6%	-4%	0.9	4%	2%	i	-9%	-5.5%
27	CCn1nc(C(=O)Nc2nc3ccccc3[nH]2)c2ccccc2c1=O	1.3	-6.1%	-1%	2%	0.3	6%	11%	i	12%	-1.8%
28	CC(Cc1ccccc1)C(=O)NCc1ccccn1 (stereo not drawn)	1.1	-7.1%	-7%	-3%	0.4	-7%	-1%	i	6%	-9.8%
29	CC(Oc1ccc(F)cc1)C(O)CCN(C)C (stereo not drawn)	1.1	-0.8%	9%	-7%	0.3	11%	0%	i	11%	-7.3%
30	CS(=O)(=O)N1CCCC(C(=O)NCc2ccccc2Cl)C1 (stereo not drawn)	1.1	·	16%	-3%	0.7	12%	5%	i	-2%	-0.3%

Record cards, as listed above:
`CCCS(=O)(=O)c1nc(S(=O)(=O)c2ccc(C)cc2)c(NCc2ccco2)s1` across the screens: TNAP activators = 1.1; ER stress rescue = 2.1%; human PMI inhibition = -11%; LYP phosphatase = 2%; Myeloid diff MLP GFP+ MAC1+ % = 1.1; human PMI inhibitors = -19%; M1AAP inhibition = 5%; Myeloid diff MLP = i; P. falciparum M17LAP = 9%; XIAP displacement = -4.5%
`Cc1cc(C)c(NC(=O)CN2CCN3CCCC3C2)c(C)c1` (stereo not drawn) across the screens: TNAP activators = 1.1; ER stress rescue = -1.6%; human PMI inhibition = 1%; LYP phosphatase = -2%; Myeloid diff MLP GFP+ MAC1+ % = 0.7&0.6; human PMI inhibitors = 0%; M1AAP inhibition = 9%; Myeloid diff MLP = i; P. falciparum M17LAP = 10%; XIAP displacement = -2.3%

The listing continues.
#	SMILES	TNAP activators	ER stress rescue	human PMI inhibition	LYP phosphatase	Myeloid diff MLP GFP+ MAC1+ %	human PMI inhibitors	M1AAP inhibition	Myeloid diff MLP	P. falciparum M17LAP	XIAP displacement
31	CC(=O)NC(CC(=O)O)c1ccccc1 (stereo not drawn)	·	·	·	-4%	0.5	·	-3%	i	10%	·
32	Cc1nn(CCC(N)=O)c2nc(-c3cccs3)cc(C(F)(F)F)c12	0.8	-3.2%	-11%	-5%	·	-9%	8%	·	-45%	-4.4%
33	O=C(Nc1nccs1)c1cc2c(s1)-c1ccccc1OC2	1.2	3.1%	-3%	-6%	1.9	-2%	6%	i	-12%	-1.1%
34	Cc1nc(-c2ccccc2)sc1-c1n[nH]c(=S)n1C	1	2.6%	5%	-3%	0.7	1%	2%	i	-8%	-4.2%
35	CCn1c(SCC(=O)NCC(=O)Nc2ccc(F)cc2)nnc1-c1ccncc1	1	0.4%	6%	-4%	1.0	8%	2%	i	0%	-6.1%
36	CCCCNS(=O)(=O)c1ccc(OC)cc1	1	0.3%	13%	-4%	1.8	6%	1%	i	11%	-7.3%
37	O=C1CC(c2ccccc2)CN1C(=O)c1cccc([N+](=O)[O-])c1 (stereo not drawn)	1.1	-6.2%	11%	-6%	1.1	13%	1%	i	-4%	-5.1%
38	COc1ccc(OCC(=O)NNC(=O)C(=O)Nc2ccc(C)cc2)cc1	2.9	-0.8%	3%	-4%	0.4	14%	-1%	i	-9%	-8.4%
39	Cc1cc(C)c2c(=O)n(CC(=O)NCCCN3CCOCC3)sc2n1	1.1	-2.1%	-16%	-1%	5.0	-65%	0%	i	-4%	-2.9%
40	CC(C)CC(CO)N1CCN(C(=O)c2cccc(C(F)(F)F)c2)CCC1=O (stereo not drawn)	1	-0.9%	-10%	-8%	0.6	-3%	-3%	i	9%	-6.3%
41	CCOC(=O)C1(CCCc2ccccc2)CCN(C(=O)CCc2cnn(C)c2)CC1	1.1	4.4%	·	0%	0.1	·	4%	i	-5%	-6.5%
42	Cc1ccc(S(=O)(=O)NC(=O)c2ccc(Br)o2)c(C)c1	1.1	-5.9%	-9%	0%	1.0	0%	-1%	i	9%	-8.9%
43	CCCCNC(=O)CC1N=C2c3ccccc3N=C(SCC(=O)Nc3ccc(OC)cc3)N2C1=O (stereo not drawn)	0.9	-0.4%	-2%	4%	0.2	8%	6%	i	42%	-4.0%
44	CCC(=O)NC(=S)Nc1ccccc1C(=O)NC1CCCCC1	1	-0.5%	-6%	-3%	0.2	-1%	1%	i	6%	-5.6%
45	O=C(CC(c1ccco1)C1CCCCC1=O)c1ccccc1 (stereo not drawn)	1.1	1.3%	1%	3%	5.4	-4%	5%	i	-7%	0.6%
46	O=C(CCn1cccc1)Nc1ccc(OC(F)(F)F)cc1	1.1	1.0%	2%	-7%	0.3	2%	3%	i	10%	0.1%
47	O=C(COC(=O)C1Cc2ccccc2CN1C(=O)c1ccccc1Cl)Nc1ccc(N2CCOCC2)cc1 (stereo not drawn)	1	-0.1%	-6%	-1%	0.8	-3%	9%	i	9%	-9.1%
48	Oc1ccc2ccccc2c1C=Nc1ccccc1	·	·	·	-4%	0.7	·	9%	i	8%	·
49	CC(C)=NN1C(=O)c2ccccc2NC1(C)C	·	·	·	-11%	0.7	·	3%	i	-109%	·
50	O=C(CSc1ncn[nH]1)CSc1ncn[nH]1	1.8	-1.3%	13µM*	-7%	0.2	25%	-3%	i	32%	35%
51	O=C(CCc1nc(-c2ccccc2)no1)N1CCCC1	1.1	-0.6%	-6%	-8%	0.6	0%	0%	i	-10%	-6.1%
52	CS(=O)(=O)c1ccc2nc(NC(=O)c3ccc(NS(=O)(=O)c4cccc([N+](=O)[O-])c4)cc3)sc2c1	·	·	·	-4%	0.7	·	1%	i	8%	·
53	CCCC(=O)Nc1cc(S(=O)(=O)N(CC)CC)ccc1Cl	1.2	-6.9%	3%	-2%	0.5	11%	2%	i	-5%	-3.6%
54	CCOC(=O)c1sc2ncnc(N3CCN(c4ccc(OC)cc4)CC3)c2c1C	1	1.2%	6%	2%	6.8	3%	4%	i	11%	-2.5%
55	O=C(c1ccc(-c2ccccc2)cc1)C1CCCN(Cc2ccncc2)C1 (stereo not drawn)	1	-1.0%	3%	-8%	0.4	3%	0%	i	-1%	-7.2%
56	O=C(NCc1ccccn1)C1CCC(CNS(=O)(=O)c2cccc3nsnc23)CC1 (stereo not drawn)	·	·	·	-12%	0.8	·	3%	i	14%	·
57	O=C1CC(c2ccco2)CC2=C1C1c3ccccc3C(=O)N1c1ccccc1N2 (stereo not drawn)	1.1	-2.0%	8%	-2%	1.3	4%	9%	i	-3%	-4.2%
58	CN1C(=O)C2(c3ccccc31)C1CCCC=C1C(C#N)=C(N)C2(C#N)C#N (stereo not drawn)	1.1	-3.5%	19%	-5%	1.0	13%	18%	i	-3%	-5.8%
59	C=CCNC(=S)NNC(=O)C(CCCC)CC(C)O (stereo not drawn)	1.7	3.0%	2%	-6%	1.4	11%	2%	i	2%	-4.7%
60	O=c1c2c3nc4ccccc4nc3n(/N=C/c3ccncc3)c2ncn1-c1ccccc1	·	·	·	-4%	0.7	·	-2%	i	-9%	·

Screening data: PubChem, several laboratories
